# Screening results deposited in PubChem BioAssay by several laboratories.
# sPLA2-III inh – human group III sPLA2 inhibitors, primary screen, biochemical, QFRET, BODIPY PC-A2 liposome substrate; Group 3 secretory phospholipase A2 (Homo sapiens), Q9NZ20; QFRET BODIPY PC-A2 liposome hydrolysis, fluorescence; inhibition, % at 12.2 µM; hit rate 0.56% among 370,000; AID 743126, 2013;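 active means inhibition above mean plus 3 SD of compounds lying within the high and low control bounds, cut at about 19% in these data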;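 further: 0% = median of test compound wells and 100% = no enzyme DMSO wells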
# SMARCA2 activ – SMARCA2 (BRM) function activators, primary screen, cell-based, luminescence, high throughput | hit rate 1% among 370,000 | MG213 cells, MMTV-luciferase reporter, dexamethasone, overnight | activation, % at 9.1 µM | AID 652017, 2013; in the data active means activation above about 7.8%;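 further: 0% = vehicle wells and 100% = reference activator wells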
# GC-B act – human GC-B receptor activators, primary screen, HEK293 GC-B cells, cGMP TR-FRET, EC30 CNP | Atrial natriuretic peptide receptor 2 (Homo sapiens), P20594 | 0% at EC30 CNP, 100% saturating CNP | activation, % at 10 µM | hit rate 0.11% among 370,000 | AID 1920062, 2024;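 active means activation at 10 µM reaching about 35% in either raw or pattern-adjusted values, limit read from the data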
# Target sequence (P20594 whole entry, looked up): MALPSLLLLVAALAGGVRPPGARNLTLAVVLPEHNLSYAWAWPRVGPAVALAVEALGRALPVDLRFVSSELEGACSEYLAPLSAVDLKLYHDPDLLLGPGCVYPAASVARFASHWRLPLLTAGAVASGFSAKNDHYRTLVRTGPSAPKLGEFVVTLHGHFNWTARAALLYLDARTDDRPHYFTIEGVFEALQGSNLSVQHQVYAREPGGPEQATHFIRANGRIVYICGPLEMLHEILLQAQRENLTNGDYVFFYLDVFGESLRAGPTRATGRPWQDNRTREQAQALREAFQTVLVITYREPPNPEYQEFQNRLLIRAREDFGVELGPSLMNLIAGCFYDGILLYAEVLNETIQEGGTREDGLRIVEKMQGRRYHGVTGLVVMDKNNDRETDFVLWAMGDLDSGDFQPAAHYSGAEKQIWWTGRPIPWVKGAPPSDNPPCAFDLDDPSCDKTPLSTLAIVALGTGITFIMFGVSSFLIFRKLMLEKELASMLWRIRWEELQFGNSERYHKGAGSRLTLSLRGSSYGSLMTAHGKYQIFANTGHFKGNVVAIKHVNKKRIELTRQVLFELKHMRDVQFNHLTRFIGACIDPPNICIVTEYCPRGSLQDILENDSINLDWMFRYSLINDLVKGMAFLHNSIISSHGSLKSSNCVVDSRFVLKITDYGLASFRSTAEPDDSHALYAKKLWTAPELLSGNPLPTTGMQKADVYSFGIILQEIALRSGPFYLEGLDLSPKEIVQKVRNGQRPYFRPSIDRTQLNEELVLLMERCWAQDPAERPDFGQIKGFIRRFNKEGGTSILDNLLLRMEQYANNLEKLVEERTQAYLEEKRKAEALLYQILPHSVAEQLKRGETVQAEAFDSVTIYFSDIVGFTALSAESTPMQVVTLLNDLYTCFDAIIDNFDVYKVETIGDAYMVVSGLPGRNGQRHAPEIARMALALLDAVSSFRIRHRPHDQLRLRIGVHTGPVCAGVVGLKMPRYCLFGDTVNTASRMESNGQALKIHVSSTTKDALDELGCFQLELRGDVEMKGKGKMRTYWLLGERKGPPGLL
# DAX1 inh-1 – DAX1 (NR0B1) inhibitors on StAR promoter, primary screen, cell-based, luminescence, SF-1 (NR5A1), full-length DAX-1. AID 652010, 2013. hit rate 1.1% among 370,000. HEK293T StAR-luciferase reporter, SF-1/DAX-1 repression relief. inhibition, % at 6.8 µM;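 active means inhibition above the mean over all tested compounds plus 3 SD, cut at about 3.6% in these data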;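 further: 0% = DAX-1 cells with DMSO and 100% = cells lacking DAX-1 with DMSO; higher inhibition means more luminescence from relief of DAX-1 repression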
# NPR1 activator – GC-A stimulated cGMP production enhancers – HEK293 GC-A cells, cGMP TR-FRET, EC30 ANP, primary screen; hit rate 0.14% among 370,000; 0% at EC30 ANP, 100% saturating ANP; activation, % at 10 µM; in the data active means activation above about 40%
# KLK7 zymogen act – proKLK7 zymogen activators, primary screen, biochemical, fluorescence intensity; hit rate 0.9% among 370,000; purified proKLK7, EDANS-DABCYL substrate fluorescence; 100% is mature enzyme control, 0% vehicle; activation, % at 7 µM; Kallikrein-7 (Homo sapiens), P49862;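 active means activation above the mean of all tested compounds plus 3 SD, computed per campaign excluding outliers beyond control limits, cut at about 13% in these data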
# hcDAF-12 act – H. contortus DAF-12 nuclear receptor activators, primary screen, cell-based, luminescence, HEK293, lit1-tk-luc reporter; HEK293 hcDAF-12 lit1-tk-luc reporter; 0% DMSO, 100% Δ7-dafachronic acid; activation, % at 6.8 µM; hit rate 1.4% among 370,000;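 active means activation above the mean of all tested compounds plus 3 SD, cut at about 5.5% in these data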;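 further: 100% = response to 3 µM Δ7-dafachronic acid high control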
# DAX1 inh-2 – DAX1 (NR0B1) inhibitors, primary screen, cell-based, HEK293, Gal4-DAX1, luciferase luminescence | Nuclear receptor subfamily 0 group B member 1 (Homo sapiens), P51843 | HEK293 Gal4-DAX1 luciferase reporter | inhibition, % at 6.75 µM | hit rate 0.99% among 340,000 | AID 504766, 2011;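 active means inhibition above the mean over all tested compounds plus 3 SD, cut at about 4.2% in these data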;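 further: 0% = DAX1-transfected cells with DMSO and 100% = empty-vector control cells with DMSO; inhibition shows as a rise in luminescence from relieved DAX1 repression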
# GAA850 FXN act – FXN promoter activators, primary screen, cell-based, luciferase luminescence, HEK293 lucGAA850; HEK293 lucGAA850 FXN promoter luciferase reporter, 24 h; percent of 10 µM SAHA response; activation, % at 6 µM; hit rate 0.56% among 360,000;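 active means activation above the average of all compounds screened plus 3 SD, cutoff fixed separately per campaign, cut at about 7.5% in these data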;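 further: 0% = DMSO wells and 100% = 10 µM SAHA wells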
# ssDAF-12 act – S. stercoralis DAF-12 nuclear receptor activators, primary screen, cell-based, luminescence, HEK293, GRIP1 co-expression, lit1-tk-luc. HEK293 ssDAF-12/GRIP1 lit1-tk-luc reporter; % of 3 µM dafachronic acid response. Nuclear hormone receptor DAF-12 (Strongyloides stercoralis). activation, % at 6.8 µM. hit rate 1% among 370,000. AID 652126, 2013;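 active means activation above the mean over all tested compounds plus 3 SD, cut at about 0.9% in these data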;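 further: 0% = DMSO-only wells and 100% = 3 µM delta7-dafachronic acid wells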
# hgDAF12 agonist – H. glycines DAF-12 receptor agonists, primary screen, cell-based, luminescence, HEK293, GAL4 fusion, UAS-luciferase | Nuclear hormone receptor DAF-12 (Heterodera glycines), GAL4 fusion | HEK293 GAL4-hgDAF12 UAS-luciferase reporter, agonist luminescence; normalized to butyrate control | activation, % at 6.8 µM | hit rate 1.8% among 370,000 | AID 687014, 2013;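 active means activation above a cutoff set at the mean of all screened compounds plus 3 SD, cut at about 10% in these data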;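 further: 0% = DMSO wells and 100% = sodium butyrate wells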
# An asterisk follows results filed as active; . = not tested or not shown.
compound	sPLA2-III inh	SMARCA2 activ	GC-B act	DAX1 inh-1	NPR1 activator	KLK7 zymogen act	hcDAF-12 act	DAX1 inh-2	GAA850 FXN act	ssDAF-12 act	hgDAF12 agonist
COC(=O)c1ccc(Nc2nc(C)cc(=O)[nH]2)cc1	-2	1	-5	-0.4	-2	0.1	1.3	-0.2	-0.7	-1.1	0.2
Cc1c(C(=O)N(C)CCC#N)oc2ccc(S(=O)(=O)N3CCOCC3)cc12	3	3	-3	0.1	0	0.2	2.3	0.2	1.9	-0.4	1.3
CCCCCC(=O)NNC(=S)NC(=O)c1cccc([N+](=O)[O-])c1	1	2	4	-0.5	-1	0.3	-1.3	0.4	0.2	-0.9	0.2
Cc1ccc(S(=O)(=O)N2CCN(CC(=O)N/N=C/C=C/c3ccccc3)CC2)cc1	-12	3	-1	-0.8	-2	0.8	0.3	-1.0	0.2	-1.4	-4.7
O=C(Nc1nc(-c2ccc(Cl)s2)cs1)c1ccncc1	17	-5	.	-1.9	.	1.6	-2.7	-3.1	-2.0	-1.4	-4.0
COc1ccc(CCNS(=O)(=O)c2ccc3c(c2)CCN3C(=O)C2CC2)cc1OC	-1	6	2	0.3	2	0.7	-1.2	-0.8	-0.3	-1.0	3.1
COc1ccc(S(=O)(=O)N2CCN(C(=O)c3ccc(COc4ccccc4)o3)CC2)cc1	-9	-5	-6	-2.3	-3	0.7	-1.8	0.0	1.1	-1.6	-3.4
Cc1ccc(NC(=O)COC(=O)Cn2cnc3ccccc32)cc1S(=O)(=O)N(C)C	13	-5	3	-0.3	-2	-0.2	-0.4	2.4	1.9	-1.1	-0.9
O=C(CCN1C(=O)C2CCCCC2C1=O)N1CCN(S(=O)(=O)c2ccccc2)CC1 (stereo not given)	0	-3	0	1.7	-2	-0.5	-1.4	0.4	1.2	-0.7	-2.6
CC(C)(C)n1nnnc1C(c1cccnc1)N1CCN(c2ccccc2)CC1 (stereo not given)	-1	-1	-2	-0.5	-3	1.2	-0.2	2.5	-0.8	-1.3	-0.9
O=C(C1COc2ccccc2O1)N1CCN(Cc2ccccc2)CC1 (stereo not given)	-4	0	4	0.0	0	0.3	-1.6	-1.1	-1.3	-1.1	-0.3
CCc1ccc(NC2CC(=O)N(CCc3ccc(OC)c(OC)c3)C2=O)cc1 (stereo not given)	-4	-1	5	0.6	-2	-0.1	-0.5	0.0	0.2	-1.7	-1.2
CCC(=O)c1coc2ccc(O)cc12	-7	2	-5	-0.2	0	0.5	-0.1	0.3	-2.2	-1.2	-1.3
Cc1ccc(OCc2nnc(SC/C=C/c3ccccc3)n2Cc2ccco2)cc1	-15	-4	0	-0.5	-9	0.8	-1.1	.	.	-1.7	-2.6
Cc1ccccc1NC(=O)CSc1nnc(-c2ccoc2C)n1CCc1ccccc1	-8	4	-6	0.4	-10	0.6	-0.9	-0.2	-0.6	-0.8	0.8
NS(=O)(=O)c1ccc(CCNC(=O)COC(=O)CCN2C(=O)C3CC=CCC3C2=O)cc1 (stereo not given)	-3	5	-1	0.9	1	-0.3	-0.5	1.1	1.0	-1.4	-0.2
CCCNC(=O)Cn1cnc2sc(C(=O)NCCN(CC)CC)c(C)c2c1=O	-4	2	5	0.5	1	-0.2	-0.5	0.2	-0.4	-0.8	0.5
Cc1[nH]nc2c1C(c1ccc(Br)cc1)N(Cc1ccccc1)C2=O (stereo not given)	-16	0	-16	-0.6	7	0.1	-0.9	.	.	-1.3	-3.6
O=[N+]([O-])c1cc(S(=O)(=O)N2CCCC2)ccc1NCCc1ccccc1	-6	2	2	-0.1	0	0.3	1.7	0.9	2.7	-0.9	3.1
CCc1ccc(OC(=O)/C=C/c2ccco2)cc1	-6	6	-3	-0.4	0	-1.1	-1.0	-0.5	1.1	-0.9	-0.1
CCOC(=O)c1cc(-c2cc3ccccc3o2)nc2c1c(=O)[nH]c(=O)n2CCOC	-2	0	1	-0.1	5	19*	-1.9	-0.1	-0.5	-0.6	0.2
CCOc1ccc(NC(=O)CN(C)C(=O)c2cc(-c3ccc(OC)cc3)nc3ccccc23)cc1OCC	-21	1	16	-6.1	16	-11	-3.7	-4.0	-6.6	-2.0	-6.0
C#CCOCCOCCOCCNc1nc(N2CCN(C(=O)[C@H](CCCN=C(N)N)n3cc(C(N)[C@@H](C)CC)nn3)CC2)nc(N2CCN(C(=O)[C@H](CCCCN)n3cc([C@@H](N)[C@H](C)CC)nn3)CC2)n1 (stereo not given in full)	-4	0	3	0.3	4	0.2	-1.2	-1.1	1.4	-1.4	-1.3
CCOC(=O)NC1(NCc2ccccc2)Oc2ccccc2O1	-1	-2	2	0.7	-4	-0.1	2.8	0.6	4.6	-1.9	-3.4
CCCCn1c(N)c(N(CC(C)C)C(=O)C2CC(=O)N(c3ccc(C)cc3)C2)c(=O)[nH]c1=O (stereo not given)	4	-1	3	0.5	2	-0.3	-0.8	-0.7	0.8	-1.3	-1.7
CC(Sc1nnc(Cc2cccs2)n1C1CC1)C(=O)NC1CCS(=O)(=O)C1 (stereo not given)	6	-3	0	1.9	-1	0.2	-0.1	-1.0	0.0	-1.1	-1.5
COC(=O)c1ccc(S(N)(=O)=O)o1	8	-1	0	-0.2	1	-0.1	0.3	-1.2	0.0	-1.3	-2.0
COc1ccc(N(CC(=O)N/N=C/c2ccccc2F)S(=O)(=O)c2ccccc2)cc1	-3	-1	-3	-0.5	8	0.3	-0.9	-1.6	1.1	-1.0	-2.0
O=C(O)C1CCCCC1C(=O)Nc1ccc(Cl)cc1Cl (stereo not given)	8	1	4	-0.2	0	0.4	-1.4	-0.1	0.2	-1.5	1.6
O=C(COC(=O)c1ccncc1)Nc1ccc2c(c1)OCO2	14	-1	-1	-0.7	-3	-1.2	-0.6	-0.6	1.1	-1.3	-0.1

# 3 of the entries above in order of their number in SMARCA2 activ, highest first.
SMILES | SMARCA2 activ
CCOc1ccc(NC(=O)CN(C)C(=O)c2cc(-c3ccc(OC)cc3)nc3ccccc23)cc1OCC | 1
COC(=O)c1ccc(S(N)(=O)=O)o1 | -1
CCOC(=O)NC1(NCc2ccccc2)Oc2ccccc2O1 | -2

# Other results.
compound	sPLA2-III inh	SMARCA2 activ	GC-B act	DAX1 inh-1	NPR1 activator	KLK7 zymogen act	hcDAF-12 act	DAX1 inh-2	GAA850 FXN act	ssDAF-12 act	hgDAF12 agonist
CN1CCOc2ccc(S(=O)(=O)NCCc3ccc(Cl)cc3)cc21	-16	-3	-6	-0.1	5	-0.2	1.4	-2.0	-0.1	-0.5	-0.6
Nc1c(Cl)cc(Cl)cc1C(=O)OCC(=O)N1CCCC1	-2	2	2	-1.0	1	13*	-0.1	-0.2	-1.2	-2.2	-2.3
CCN(CC(=O)NCc1ccc(Cl)cc1)C(=O)c1ccc(S(=O)(=O)NCc2ccco2)cc1	-4	1	-1	-0.8	-1	-0.4	-1.6	0.2	-1.1	-1.3	-2.5
CCOc1ccc(NC(=O)N2CCC(c3nc4ccccc4[nH]3)CC2)cc1	6	-4	2	-0.6	4	0.5	0.2	-1.6	-3.8	-1.2	-3.4
COc1cc(/C=N/NC(=O)c2ccc(Cl)c(S(N)(=O)=O)c2)ccc1OCC(N)=O	3	5	1	0.1	6	-4.5	-1.0	1.1	0.6	-0.1	2.0
N#CC(C(=O)c1ccco1)c1ccccn1 (stereo not given)	8	2	-1	0.8	-1	0.8	0.3	-0.2	0.9	-1.9	7.0
C=CCOc1ccccc1CN1CCC(Oc2cc(C(=O)NC3CC3)ccc2OC)CC1	-4	-1	-3	1.9	-2	0.1	-1.9	0.1	-0.6	-1.4	1.5
Cc1ccc(S(=O)(=O)N2CCOCC2)cc1C(=O)OCC(=O)NC1CCS(=O)(=O)C1 (stereo not given)	16	-5	3	0.3	-2	0.0	4.8	-0.2	1.7	-0.4	1.3
CCOc1ccc(CCNC(=O)c2nnn(CC(=O)Nc3ccccc3C)c2N)cc1OCC	-3	0	0	0.5	-2	-0.1	-0.1	0.2	-1.1	0.3	-0.7
CCc1ccc(NC(=O)CCn2c(=O)c3cccn3c3ccccc32)cc1	-11	0	-3	-3.4	-5	0.0	-2.8	-0.4	-1.5	-1.3	-3.6
Cc1ccc(NC(=O)C(=O)NNC(=O)c2ccccc2C)cc1Cl	2	0	7	-0.3	-2	-0.1	-2.9	1.6	-0.3	-0.9	-0.8
Cc1ccc(S(=O)(=O)NCCn2cnc([N+](=O)[O-])n2)cc1	2	-2	1	-0.1	-4	0.4	-0.8	-0.3	2.1	-1.2	1.9
COc1ccc(N2CC(C(=O)N3CCC4(CC3)CC(=O)c3ccccc3O4)CC2=O)cc1 (stereo not given)	5	-3	-1	-2.4	0	0.2	-3.3	-2.4	-0.5	-1.1	-4.2
CCCC(=O)Nc1ccc(NC(=O)c2ccco2)c(OC)c1	-5	9.7*	2	3.7*	3	-0.3	1.9	1.3	5.8	-0.4	5.8

# Entries of single compounds, quoted from the list. Order of values: sPLA2-III inh, SMARCA2 activ, GC-B act, DAX1 inh-1, NPR1 activator, KLK7 zymogen act, hcDAF-12 act, DAX1 inh-2, GAA850 FXN act, ssDAF-12 act, hgDAF12 agonist
# `CCN(CC(=O)NCc1ccc(Cl)cc1)C(=O)c1ccc(S(=O)(=O)NCc2ccco2)cc1` is listed with -4, 1, -1, -0.8, -1, -0.4, -1.6, 0.2, -1.1, -1.3, -2.5
# `CCc1ccc(NC(=O)CCn2c(=O)c3cccn3c3ccccc32)cc1` is listed with -11, 0, -3, -3.4, -5, 0.0, -2.8, -0.4, -1.5, -1.3, -3.6
